# Source: PubChem BioAssay (The Scripps Research Institute Molecular Screening Center)
# PME-1 Maybr inh: Maybridge compound blocking human PME-1; inhibition, % at 9 µM; AID 2291; actives 0.5% (n = 16,000); recombinant PME-1, FP-Rh probe fluorescence polarization; in the data active = inhibition above about 30%
# NOTCH agonist: activates NOTCH signaling in reporter cells. NOTCH signaling luciferase reporter cells, luminescence. AID 434982. actives 0.4% (n = 15,000). activation, % at 2.5 µM; in the data active = activation above about 2.2%
# TLR4-MyD88 inh: blocks binding of human TLR4 to MyD88 | O00206 | Cell-based TLR4-MyD88 binding inhibition assay | inhibition, % at 10 µM | actives 0.06% (n = 16,000); in the data active = inhibition above about 45%
# rat GALR2 agon: agonists of rat galanin receptor 2 (GALR2). activation, % at 10 µM. cell-based GALR2 agonist screen. actives 0.5% (n = 16,000); in the data active = activation above about 15%
# Luminol counter: quenches luminol chemiluminescence in Nox1 counter-screen; actives 0.4% (n = 16,000); inhibition, % at 6.7 µM; HRP/luminol/H2O2 chemiluminescence counterscreen; note: reference of the scale not given here
# S1P1 agonist: S1P1 (human) receptor agonism | P21453 | actives 1.5% (n = 16,000) | S1P1 agonist cell-based reporter assay | activation, % at 4.5 µM; in the data active = activation above about 80%
# Target sequence (P21453 whole entry, looked up): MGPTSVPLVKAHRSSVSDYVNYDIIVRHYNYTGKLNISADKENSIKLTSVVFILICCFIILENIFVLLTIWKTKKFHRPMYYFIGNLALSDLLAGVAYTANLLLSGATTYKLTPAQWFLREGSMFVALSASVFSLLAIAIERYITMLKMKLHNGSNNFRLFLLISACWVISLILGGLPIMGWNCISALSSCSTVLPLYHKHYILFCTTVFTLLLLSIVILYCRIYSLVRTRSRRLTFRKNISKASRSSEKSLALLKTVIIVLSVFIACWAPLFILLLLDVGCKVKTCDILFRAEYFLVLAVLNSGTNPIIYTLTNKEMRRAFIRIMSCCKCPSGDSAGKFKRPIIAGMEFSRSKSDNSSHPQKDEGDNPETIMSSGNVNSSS
# Nox1 inhibitor: blocks human NADPH oxidase 1 activity. inhibition, % at 6.7 µM. Q9Y5S8. AID 1792. actives 0.81% (n = 16,000). HT29 cells, luminol chemiluminescence ROS
# Target sequence (Q9Y5S8 whole entry, looked up): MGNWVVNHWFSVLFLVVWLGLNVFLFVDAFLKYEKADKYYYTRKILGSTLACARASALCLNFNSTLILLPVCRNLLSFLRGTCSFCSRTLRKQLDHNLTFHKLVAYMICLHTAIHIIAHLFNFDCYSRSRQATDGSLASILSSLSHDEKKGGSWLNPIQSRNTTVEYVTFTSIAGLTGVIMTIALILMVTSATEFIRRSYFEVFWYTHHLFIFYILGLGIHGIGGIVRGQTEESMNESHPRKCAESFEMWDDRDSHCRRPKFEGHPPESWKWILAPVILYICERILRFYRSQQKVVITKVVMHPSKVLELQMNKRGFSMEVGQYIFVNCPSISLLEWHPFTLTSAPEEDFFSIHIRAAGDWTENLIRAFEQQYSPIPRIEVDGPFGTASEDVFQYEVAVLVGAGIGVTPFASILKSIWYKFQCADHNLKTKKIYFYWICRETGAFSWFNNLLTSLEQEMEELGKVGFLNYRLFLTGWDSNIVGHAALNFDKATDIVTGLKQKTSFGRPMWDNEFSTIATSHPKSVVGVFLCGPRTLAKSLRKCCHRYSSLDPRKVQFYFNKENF
# OPRK1 antag MB: OPRK1 (human) antagonism, Maybridge screen; P41145; actives 0.4% (n = 16,000); inhibition, % at 9 µM; OPRK1 cells, antagonist mode, fluorescence readout; in the data active = inhibition above about 50%
# Active calls of the source: *; . = not tested or not shown. Cut-off read from the data, not from the text of the source, unless noted: active = inhibition above about 75%; inactive = the rest.
Molecule	PME-1 Maybr inh	NOTCH agonist	TLR4-MyD88 inh	rat GALR2 agon	Luminol counter	S1P1 agonist	Nox1 inhibitor	OPRK1 antag MB
O=C(NC(=S)Nc1cc(-c2ccccc2)[nH]n1)c1ccccc1	-6	-0.4	-8	-1	-9	2	-65	6
CCc1ccc(N=Cc2ccc(N(C)CCC#N)cc2)cc1	1	-0.3	5	1	-47	10	-28	-8
O=C(Nc1ccc(Cl)cc1)ONC=NC1=C(c2ccccc2)C(=O)c2ccccc21	-4	-0.3	4	-5	5	-3	-39	-15
CCOC(=O)N1CCCN=C1NNc1cc(Cl)ccc1OC	1	-0.3	1	0	-4	-18	-14	-11
Cc1cc(N2CCN(c3nc4cc(Cl)ccc4s3)CC2)c2ccccc2n1	3	-0.2	-13	-6	-6	-11	-7	25
O=C(Nc1ccc2nccnc2c1)c1ccc2nsnc2c1	7	.	-10	-7	-8	-10	-32	9
O=[N+]([O-])c1ccc(C2CC2(Br)Br)cc1 (stereo unspecified)	0	-0.4	11	-6	0	55	-37	-12
CN1c2ccsc2-c2nc(SCC(=O)c3ccc(Cl)cc3)ncc2S1(=O)=O	0	-0.4	4	2	-2	-8	-29	-13
O=S(=O)(Cc1cccc(C(F)(F)F)c1)Cc1nc(-c2cccc(F)c2)cs1	-1	0.2	6	-8	-2	-9	24	9
O=C(CSC(=O)c1ccco1)Nc1cc(C(F)(F)F)cc(C(F)(F)F)c1	-6	-0.5	8	-7	2	1	-70	42
Cc1c2n(c3ccccc13)CC/C2=N\O	1	0.9	4	-6	0	2	-7	12
S=C(Nc1ccc2ccccc2c1)Nc1cc(Cl)c(Cl)cc1Cl	0	0.0	3	-1	2	0	-51	18
CC1=CC(C)(C)NC(=S)N1	-3	-1.3	-1	-5	4	1	-19	-20
Cc1cc(C#N)c2c(c1)-c1ccccc1CC2	-1	0.5	-10	-6	-2	-7	-22	7
O=[N+]([O-])c1ccc(CO/N=C(/c2ccc(Cl)cc2)C2CC2)cc1	-1	-0.7	6	-8	3	33	-33	26
COC(=O)c1ccsc1NC(=O)c1cncc(Br)c1	-1	-1.0	9	-5	3	17	-22	-5
CCOC(=O)C12CCC(C(N)=O)(CC1)CC2	4	-0.2	-1	-8	-5	4	3	-7
CC1=CCCC(C)(C)C1/C=C(\C)C(=O)/C=C/c1cccs1 (stereo unspecified)	6	0.3	-1	-11	-6	-7	7	-5
COc1ccc(OC)c(S(=O)(=O)N2CCOCC2)c1	2	-0.3	-5	-3	-1	2	-1	16
CC(C)CC(F)Cc1cnc(=O)[nH]c1 (stereo unspecified)	2	0.0	-2	1	-2	-16	8	15
O=C(c1ccccc1)N1CCN(C(c2ccccc2)c2ccccc2)CC1	0	-0.4	2	-7	0	27	-23	-23
O=C(CSCc1ccc(Cl)cc1Cl)Nc1ccc2c(c1)OCO2	3	-0.8	0	-6	3	-4	57	5
COc1ccc(N2C(=O)C3C4C(C)=CC(C)(C3C2=O)C2C(=O)N(c3ccc(OC)cc3)C(=O)C42)cc1 (stereo unspecified)	9	-0.2	2	-5	0	-18	-42	17
CC1CN(C/C(N)=N/S(=O)(=O)c2cc(Cl)cc(Cl)c2)CC(C)O1 (stereo unspecified)	0	0.1	-5	0	2	-7	-35	2
COc1cc(OC)c(-c2ccccc2)nn1	4	0.0	.	-3	-2	13	-4	12
Cc1nnc(SCC(=O)Nc2ccc(Br)cc2)s1	6	0.3	12	1	-5	-29	-14	1
FC(F)(F)Oc1ccc(-c2noc(-c3ccno3)n2)cc1	-2	0.5	-1	-6	-1	91*	-6	3
O=S(=O)(Oc1ccc(Cl)cc1)c1cc(S(=O)(=O)Oc2ccc(Cl)cc2)c(Cl)s1	-1	0.1	10	-4	3	5	-12	6
COC(=O)c1cc(C)c(-c2ccc(-c3ccccc3F)cc2)s1	-3	-0.6	6	-8	0	46	-57	7
CSCCC(NC(=O)c1ccc(C(F)(F)F)cc1)C(=O)N/N=C/c1cccs1 (stereo unspecified)	1	-0.8	3	-7	-3	-10	-31	-25
COC(=O)CCCCCCCC(=O)Nc1ccc(C(F)(F)F)cc1	-1	-0.3	1	-5	0	2	-37	18
Cc1onc(-c2ccccc2)c1-c1[nH]nc(N)c1C#N	0	-0.2	0	-4	0	11	-48	10
CCOC(=O)NC(=O)c1cn(Nc2ccccc2C(F)(F)F)c(=O)[nH]c1=O	-3	.	-2	-6	-1	0	-19	12
CC(C)S(=O)(=O)c1csc(NC(=O)Nc2cc(C(F)(F)F)cc(C(F)(F)F)c2)c1Cl	-164	0.4	2	-15	4	34	-9	13
COC(=O)CSc1ccnc2cc(Cl)ccc12	4	-0.7	4	0	-4	13	4	11
COc1c(C(N)=O)csc1Br	-1	-0.1	6	-5	-4	0	-3	12
COC(=O)CN=C/C(C(C)=O)=C(\C)O	0	-0.2	8	-4	0	-1	-44	25
COc1cc(C(=O)NNC(=O)c2cc(OC)c(OC)c(OC)c2)cc(OC)c1OC	5	1.0	0	-4	-2	-19	16	11
Cc1ccc(SCC(=O)c2ccc(Br)cc2)cc1	-4	-0.6	-5	-6	0	-18	-23	-23
CCOC(=O)C(C(=O)OCC)c1c([N+](=O)[O-])c(=O)n(-c2ccccc2)c2ccccc12	5	0.4	-6	-6	0	0	9	26
COc1ccc2[nH]c(C(=O)NCc3ccc4c(c3)OCO4)cc2c1	6	-0.4	-2	-5	4	-4	-17	-6
CCOC(=O)C(=O)/C=C(\O)c1ccc(OC)cc1	1	-0.4	13	0	17	4	-30	-6
CCNC(=O)/C(C#N)=C/c1ccc(Cl)c(Cl)c1	-1	-0.5	-4	-6	2	-6	-25	-7
CC(O)/C=C/c1cccc[n+]1C (stereo unspecified)	4	.	-3	-7	1	-2	-4	-11
CC1(C)C2CCC1[C@@H]1NS(=O)(=O)C[C@H]21 (stereo partly specified)	1	0.8	4	-4	0	0	-57	13

# One compound at a time, as listed above. Screens in order: PME-1 Maybr inh | NOTCH agonist | TLR4-MyD88 inh | rat GALR2 agon | Luminol counter | S1P1 agonist | Nox1 inhibitor | OPRK1 antag MB
# O=C(CSCc1ccc(Cl)cc1Cl)Nc1ccc2c(c1)OCO2 reads 3 | -0.8 | 0 | -6 | 3 | -4 | 57 | 5
# CC(O)/C=C/c1cccc[n+]1C (stereo unspecified) reads 4 | . | -3 | -7 | 1 | -2 | -4 | -11
# Cc1cc(C#N)c2c(c1)-c1ccccc1CC2 reads -1 | 0.5 | -10 | -6 | -2 | -7 | -22 | 7

# (list continues)
Molecule	PME-1 Maybr inh	NOTCH agonist	TLR4-MyD88 inh	rat GALR2 agon	Luminol counter	S1P1 agonist	Nox1 inhibitor	OPRK1 antag MB
N#C/C(=C\c1ccc(OCc2nc(-c3ccsc3)no2)cc1)C(=O)c1cccs1	2	-5.3	-6	-2	-4	12	-37	18
Cc1cc(NC(=O)c2cc(Cl)sc2Cl)no1	-4	0.4	-1	-4	1	-11	-39	2
COc1ccc(-c2nc(COc3ccccc3Cl)nc(SC)c2C#N)cc1	4	0.0	4	-8	-5	-7	-12	8
CO/N=C1\C(=O)N(C)c2ccccc21	7	0.5	-4	-4	-5	-2	-1	18
CNc1nc(-c2cccs2)ns1	1	-0.6	-3	-8	-2	-18	3	3
Cc1ccc(S(=O)(=O)NC(=O)N(C)CCc2ccccn2)cc1	-2	-0.6	5	-6	-4	4	3	12
Cc1ccc(C)n1-c1ccc(N2CCOCC2)c([N+](=O)[O-])c1	5	-0.6	-4	-5	-17	25	8	2
O=S(=O)(Oc1ccc2nonc2c1)c1ccc(Cl)s1	2	0.5	-2	-5	-8	13	18	12
N#Cc1c(N2CCOCC2)nnc(-c2ccccc2)c1-c1ccccc1	0	-1.2	15	-4	3	35	-79	-19
CSC(=S)NNC(=O)c1cc(C)[nH]n1	-5	0.1	-7	-2	70	-19	26	21
CC1SCC(=NO)CS1 (stereo unspecified)	3	-0.6	-4	-5	-3	-9	-3	28
CNC(=S)NNC(=O)CSCCOc1ccccc1	-5	-0.6	-4	-8	19	2	4	17
Cc1ccnc(N(C(=O)Nc2cccc(Cl)c2)C2=NCC(C)S2)c1 (stereo unspecified)	-2	-0.4	2	-1	-5	8	20	12
O=C1COCC(=O)N1Cc1csc2ccccc12	1	-0.1	4	-6	-2	6	8	15
CS(=O)(=O)CCSc1ncccc1C(=O)Sc1ccc(Cl)cc1Cl	-3	0.5	-4	0	2	-6	34	5
Cc1ccc(C(=O)Nc2ccc3[nH]cc(C#N)c3c2)cc1	-6	-0.5	-1	-4	4	-1	-35	21
CC(C)(C)c1ccc(OCC(=O)NN)c(C(C)(C)C)c1	1	0.1	3	-10	0	-3	-49	0
O=C(Oc1ccccc1N1CCCCC1)c1sc2ccccc2c1Cl	-1	-0.8	5	-3	7	17	86*	1
CSc1ccc(OCOc2ccc(SC)cc2)cc1	4	0.0	3	-6	-3	-4	-39	14
Cc1nc(C(F)(F)F)ccc1NC(=O)c1ccc(C(F)(F)F)cc1	-1	.	-8	-7	-1	-6	9	11
COC(=O)c1cc(S(=O)(=O)NC2CCCCNC2=O)oc1C (stereo unspecified)	-2	-0.8	5	-4	4	11	-24	-6
N/C(Cc1ccc([N+](=O)[O-])cc1)=N\OC(=O)c1cccs1	-2	-0.6	-5	-3	12	-1	-40	-31
O=C(CSc1nccc(-c2cccs2)n1)Nc1ccc(F)c(Cl)c1	-33	-0.8	4	-3	5	4	-94	16
O=[N+]([O-])c1cccc(-c2c[nH]c(=S)[nH]2)c1	2	-0.2	-2	-7	10	-5	24	-4
c1cnc2c(c1)ccc1cccnc12	6	-0.7	-9	-7	-7	-2	23	21
CCO/C=C1\SC(=S)N(c2ccc(C(C)C)cc2)C1=O	-29	-0.5	-2	-1	0	-2	-12	5
COc1cccc(Cl)c1-c1nc(NC(C)=O)nc(NC(C)=O)n1	11	-0.1	-2	-7	-6	4	8	-8
Fc1ccc(OCOc2ccc(F)cc2)cc1	0	-0.5	-3	-7	-2	-1	-30	-3
CC(=O)Nc1ccc(S(=O)(=O)Nc2cc(Cl)cc(Cl)c2)cc1	-6	0.7	0	-5	5	6	-37	23
CCCCNC(=O)N1CCN(c2ncc(Br)cn2)CC1	4	-0.7	4	-5	-2	-6	-14	4
O=C(O)c1nccnc1C(=O)O	5	0.6	7	-3	-4	-16	-3	14
O=C(Nc1ccccc1)N1CCCN(c2ccc(C(F)(F)F)cn2)CC1	3	-1.0	-3	2	-1	7	-12	-14
N/C(Cc1ccc([N+](=O)[O-])cc1)=N\OC(=O)c1cc(Cl)cc(Cl)c1	2	-0.6	1	-4	2	26	-26	-9
O=C(O)CC1SC(c2cccc(-n3cccc3)c2)=NC1=O (stereo unspecified)	1	1.0	-7	2	-5	-2	13	-33
Cc1cc(=O)c2cc(Cl)ccc2s1	0	0.4	-2	-7	-4	-3	-54	-3
CN(C)c1cc(NC(=O)Nc2ccccc2)c2ccccc2n1	-3	-0.6	0	-5	-1	-1	-60	57*
N=C(N)N=N/C=C/C=C/c1ccccc1	3	-0.1	15	-1	-2	-4	5	1
CN(C)/C=N/NS(=O)(=O)c1ccc(Cl)c(Cl)c1	0	-0.6	12	-6	12	23	44	3
CCOC(=O)c1c(NC(=O)c2cc(C)on2)c2cc([N+](=O)[O-])ccc2n1C	-8	-0.7	-4	-9	2	-10	-21	7
FC(F)(F)c1ccnc(NCCNC(=S)Nc2ccc3c(c2)OCCO3)n1	1	-0.8	0	-6	1	-22	4	-7
N#Cc1sc(-c2ccc(F)cc2)cc1N=Cc1cccc([N+](=O)[O-])c1	-1	-0.3	-3	-2	-3	-4	24	23
O=C(Nc1cc(C(F)(F)F)ccc1Cl)C(=S)NCc1ccco1	0	0.2	-2	-4	1	-20	-14	-13
CSc1nnc(-c2ccc(S(=O)(=O)Nc3ccccc3Cl)s2)n1C	10	.	-7	-8	-7	-5	-22	3
CCOC(=O)c1c(C)cc(C)[nH]c1=O	-7	0.1	7	-8	2	0	-38	-4

# Molecules from the list above containing a COOH group (2):
Molecule	PME-1 Maybr inh	NOTCH agonist	TLR4-MyD88 inh	rat GALR2 agon	Luminol counter	S1P1 agonist	Nox1 inhibitor	OPRK1 antag MB
O=C(O)c1nccnc1C(=O)O	5	0.6	7	-3	-4	-16	-3	14
O=C(O)CC1SC(c2cccc(-n3cccc3)c2)=NC1=O (stereo unspecified)	1	1.0	-7	2	-5	-2	13	-33
